NADH enzymes: inhibitors of PK/LDH coupling enzymes, profiling panel, artefact control, biochemical, MLSMR library | coupled PK/LDH NADH assays, four targets | IC50, µM (top dose mostly 10 µM), inactives show top-dose inhibition | hit rate 0.02% among 65,000 | AID 774, 2007;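 active = single-dose screening hits from any of four coupled enzyme assays that gave an IC50 when retested across doses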;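 note: the DPM-DC format reads NADH fluorescence rather than 340 nm absorbance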
5HT1a ag: human 5-HT1a receptor agonists, primary screen, cell-based, CHO, Ga15 NFAT-bla reporter; 5-hydroxytryptamine receptor 1A (Homo sapiens), P08908; CHO 5-HT1a Ga15 NFAT-bla reporter, FRET ratio; 0% basal, 100% maximal reference agonist; activation, % at 10 µM; hit rate 0.56% among 65,000; AID 567, 2006;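 active = activation above the screen-wide mean activation plus 3 SD, cut at about 19% in these data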;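 note: 0% = DMSO wells and 100% = 5-CT at EC100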
Target sequence (P08908 whole entry, looked up): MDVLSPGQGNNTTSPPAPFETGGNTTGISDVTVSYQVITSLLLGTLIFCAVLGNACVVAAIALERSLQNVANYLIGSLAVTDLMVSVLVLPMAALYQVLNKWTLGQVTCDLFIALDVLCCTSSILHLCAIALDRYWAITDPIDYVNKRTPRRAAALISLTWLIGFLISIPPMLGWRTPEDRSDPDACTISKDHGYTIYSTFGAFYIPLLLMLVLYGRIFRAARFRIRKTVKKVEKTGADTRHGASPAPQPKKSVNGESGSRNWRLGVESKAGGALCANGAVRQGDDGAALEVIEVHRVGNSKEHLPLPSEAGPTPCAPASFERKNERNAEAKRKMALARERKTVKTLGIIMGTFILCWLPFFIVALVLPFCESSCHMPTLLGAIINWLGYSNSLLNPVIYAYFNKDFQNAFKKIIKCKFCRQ
5HT1a antag: human 5-HT1a receptor antagonists, primary screen, cell-based, CHO, Ga15 NFAT-bla reporter | AID 612, 2007 | 5-hydroxytryptamine receptor 1A (Homo sapiens), P08908 | inhibition, % at 10 µM | hit rate 0.68% among 62,000 | CHO 5-HT1a Ga15 NFAT-bla reporter, antagonist mode;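 active = inhibition above the mean of all tested compounds plus 3 SD, cut at about 43% in these data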;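 note: receptor stimulated by 5-CT agonist at 100 nM near EC80; beta-lactamase reporter measured by ratiometric fluorescence of a cleavable substrate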
Fluor 339 460: intrinsic fluorescence of library compounds, ex339/em460 – biochemical, MLSMR library, data from DPM-DC assay, artefact control, profiling panel | compound autofluorescence, ex339/em460 nm, NADH buffer; hits give high values; 1 = no-compound wells, NADH background | fluorescence fold increase at 10 µM | hit rate 5.5% among 65,000 | AID 709, 2007;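 active = at 10 µM, mean starting fluorescence two-fold or more over control wells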;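 note: signal is the first read of a kinetic run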
MMP13 inh: human MMP13 inhibitors, primary screen, biochemical, FRET peptide cleavage; Collagenase 3 (Homo sapiens), P45452; MMP-13 fTHP FRET cleavage, Mca fluorescence; inhibition, % at 4 µM; hit rate 0.07% among 65,000;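 active = inhibition above the mean of compound-free control plate wells plus 3 SD, cut at about 14% in these data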;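 note: 0% = DMSO wells and 100% = wells with reference MMP-13 inhibitor after basal subtraction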
A340 absorber: compound light absorbance at 340 nm, profiling panel, artefact control, biochemical, MLSMR library, data from PS, PMK, MK assays. compound absorbance at 340 nm, fold over control. fold change at 10 µM. 65,000 tested, under 10 active. AID 708, 2007;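 active = at 10 µM dose, initial 340 nm absorbance at least 2 fold that of control wells; inactive = change under 2 fold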;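 note: initial absorbance extrapolated from kinetic A340 decline of NADH oxidation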
SF-1 act: activators of human SF-1, primary screen, cell-based, CHO-K1, Gal4-SF-1 LBD, luciferase luminescence. CHO-K1 Gal4-SF-1 LBD luciferase reporter; % increase over DMSO SF-1-specific signal. activation, % at 10 µM. hit rate 1.9% among 65,000. AID 522, 2006;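 active = activation above the mean activation of all tested compounds plus 3 SD, cut at about 50% in these data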
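Test system: CHO-K1 cells co-transfected with Gal4 DBD–human SF-1 LBD, 5xGal4 luciferase reporter. Quantity: 4,000 cells per well. Compound: 10 µM only. Incubation: compound added 1 h post-seeding, 20 h exposure at 37 °C, 5% CO2. Detection: SteadyLite luciferase luminescence. Replication: one test per compound.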
RORA act: activators of orphan receptor RORA, primary screen, cell-based, luminescence | Nuclear receptor ROR-alpha (Homo sapiens), P35398 | CHO-K1 Gal4-RORA LBD luciferase reporter; percent increase over mock-subtracted basal signal | activation, % at 10 µM | hit rate 1.5% among 65,000 | AID 560, 2006;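 active = activation above the mean of all tested compounds plus 3 SD, cut at about 49% in these data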;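 note: 0% = DMSO-treated RORA cells and 100% = added signal equal to DMSO minus mock-transfected cells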
Target sequence (P35398 whole entry, looked up, the tested form may be a part): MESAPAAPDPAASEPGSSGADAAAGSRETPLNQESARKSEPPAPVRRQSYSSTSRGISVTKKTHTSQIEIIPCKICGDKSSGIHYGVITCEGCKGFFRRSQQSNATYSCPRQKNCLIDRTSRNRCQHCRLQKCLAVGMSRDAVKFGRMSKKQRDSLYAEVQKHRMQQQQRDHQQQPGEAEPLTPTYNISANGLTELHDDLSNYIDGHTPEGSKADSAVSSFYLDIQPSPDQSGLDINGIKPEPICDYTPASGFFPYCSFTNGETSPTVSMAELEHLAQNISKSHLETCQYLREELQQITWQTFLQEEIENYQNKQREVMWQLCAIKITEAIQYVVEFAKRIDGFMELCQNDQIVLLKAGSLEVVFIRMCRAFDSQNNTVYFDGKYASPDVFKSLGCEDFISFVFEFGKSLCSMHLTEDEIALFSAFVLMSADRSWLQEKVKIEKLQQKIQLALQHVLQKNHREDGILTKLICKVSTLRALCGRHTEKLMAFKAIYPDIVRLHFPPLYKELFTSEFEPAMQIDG
TNAP act mid DEA: human TNAP enzyme activators, primary screen, biochemical, luminescent, intermediate phosphate acceptor level. Alkaline phosphatase, tissue-nonspecific isozyme (Homo sapiens), P05186. AID 813, 2007. activation factor at 20 µM. 64,000 tested, under 10 active. purified TNAP, CDP-star luminescence, 100 mM DEA, 30 min; hits give high values; scale: 0 levamisole-inhibited, 1 vehicle-only enzyme;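 active = activation factor of at least 2 at 20 µM, relative to controls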
Active calls of the source: *; nt = not tested or not shown; [ ] = another dose, or the depositor's remark.

Start of the data: the first 3 records (preview)
entry	compound	NADH enzymes	5HT1a ag	5HT1a antag	Fluor 339 460	MMP13 inh	A340 absorber	SF-1 act	RORA act	TNAP act mid DEA
1	CC(C)C(c1nnnn1Cc1ccco1)N1CCN(c2cccc(Cl)c2)CC1 (configuration not stated)	2%	2.5	36	1.1	4	1	-9	2	1
2	Cn1ccnc1Sc1nnnn1-c1ccccc1	5%	1.3	-4	1.1	0	0.97	-11	-1	1
3	Cc1c(Cc2ccccc2)sc(N)c1C(N)=O	2%	-0.9	-5	1.1	0	0.99	-24	2	0.8

This part in full, previewed entries included:
entry	compound	NADH enzymes	5HT1a ag	5HT1a antag	Fluor 339 460	MMP13 inh	A340 absorber	SF-1 act	RORA act	TNAP act mid DEA
1	CC(C)C(c1nnnn1Cc1ccco1)N1CCN(c2cccc(Cl)c2)CC1 (configuration not stated)	2%	2.5	36	1.1	4	1	-9	2	1
2	Cn1ccnc1Sc1nnnn1-c1ccccc1	5%	1.3	-4	1.1	0	0.97	-11	-1	1
3	Cc1c(Cc2ccccc2)sc(N)c1C(N)=O	2%	-0.9	-5	1.1	0	0.99	-24	2	0.8
4	CCOC(=O)C1=C(CS(=O)(=O)c2ccc(F)c(C)c2)NC(=O)NC1c1ccc(O)c(O)c1 (configuration not stated)	3%	-2.2	-1	1	-4	0.99	15	5	0.8
5	CCCCNc1ncnc2c1cnn2-c1ccc(Cl)cc1	2%	-3.2	1	1.1	-5	1	90*	109*	0.9
6	O=C(CCCOc1ccccc1)Nc1nnc(C2CCCO2)s1 (configuration not stated)	8%	-2.0	3	1.1	1	1	3	2	0.9
7	O=C(Nc1ccc2nc(-c3ccco3)[nH]c2c1)c1cccs1	11%	0.3	26	1	1	1.2	12	16	0.9
8	COc1ccc(OC)c2c1CC(C)(C)NC2=O	2%[fluoresces]	-6.8	-13	2.1*	-96[fluorescence artefact?]	1.1	-3	1	0.9
9	O=C(CSc1nc2c(cnn2-c2ccc(F)cc2)c(=O)[nH]1)N1CCCCC1	2%	-0.6	-1	1	0	1	-11	-24	0.9
10	Cc1ccc(C)c(OCCCC(=O)O)c1	11%	0.3	-1	1.1	1	1	13	-3	0.9
11	Cc1ccc(S(=O)(=O)N2CCC(C(=O)N3CCC(C(=O)NCC4CCCO4)CC3)CC2)cc1 (configuration not stated)	8%	0.7	8	0.96	0	0.99	-12	-11	1
12	Cc1nn(Cc2ccc(Cl)c(Cl)c2)c(C)c1NC(=O)c1cc(-c2ccc3c(c2)OCO3)on1	6%	4.7	10	1.1	0	1	-23	-5	1
13	COc1ccc2c(c1OC)C(=O)N(c1nccs1)C2	8%	-1.4	-12	1.5	-11	1	75*	19	0.8
14	CC1CCN(C(=O)CN2C(=O)C(=O)c3ccccc32)CC1	6%	0.3	-1	1.1	9	1	5	-19	0.9
15	COc1ccc(-c2nn(-c3ccccc3)cc2C(=O)Nc2nc(CC(C)=O)ns2)cc1	4%	59*	11	1.1	-56[fluorescence artefact?]	1	0	1	1
16	O=C(CCC(=O)N(c1ccccc1)C(C(=O)NC1CCCC1)c1ccncc1)Nc1cccnc1 (configuration not stated)	8%	-1.8	5	1	-1	0.97	-7	8	0.9
17	COc1ccc(C2(O)CCN(CCCCOc3ccccc3)CC2)cc1	4%	-1.1	67*	1.1	2	1	6	1	1
18	O=C1CC(C(=O)Nc2ccccc2C(=O)O)C(c2ccccc2)O1 (configuration not stated)	3%	-2.3	-9	1.2	0	1	19	-1	1
19	CCSc1ccccc1C(=O)NCc1ccc(S(N)(=O)=O)cc1	5%	-2.5	6	1	-4	0.97	-3	-9	0.8
20	CC(=O)Nc1nc2ccccc2n1CCOc1ccccc1Cl	8%	0.0	2	1	2	0.98	-25	-19	1
21	O=c1ccc2cc(S(=O)(=O)N3CCN(c4ccccc4)CC3)ccc2o1	7%	-2.8	-5	1.1	4	1	-3	-3	0.9
22	CCOC(=O)c1c(NC(=O)C2CCCN2S(=O)(=O)c2cccc3nsnc23)sc(C)c1C (configuration not stated)	7%	-0.9	-16	1.1	6	1.1	-11	-5	0.9
23	CCn1c(NC(=O)c2cccc(Cn3cc(Cl)cn3)c2)nc2ccccc21	4%	-0.9	16	1.1	4	1	-5	-6	0.8
24	Cc1ccc(-n2c(-c3ccncc3)nnc2-c2cccs2)cc1	4%	-0.1	0	1.3	-16	0.99	2	4	0.8
25	Cc1ccc(-c2c3c(=O)n(C)c(=O)n(C)c3cn2CCCN2CCOCC2)cc1	6%	0.9	-13	1.2	-2	1	9	-7	0.9

Nos. 24–25 from above:
entry	compound	NADH enzymes	5HT1a ag	5HT1a antag	Fluor 339 460	MMP13 inh	A340 absorber	SF-1 act	RORA act	TNAP act mid DEA
24	Cc1ccc(-n2c(-c3ccncc3)nnc2-c2cccs2)cc1	4%	-0.1	0	1.3	-16	0.99	2	4	0.8
25	Cc1ccc(-c2c3c(=O)n(C)c(=O)n(C)c3cn2CCCN2CCOCC2)cc1	6%	0.9	-13	1.2	-2	1	9	-7	0.9

Back to the main list with the 5 entries that preceded the break.
entry	compound	NADH enzymes	5HT1a ag	5HT1a antag	Fluor 339 460	MMP13 inh	A340 absorber	SF-1 act	RORA act	TNAP act mid DEA
21	O=c1ccc2cc(S(=O)(=O)N3CCN(c4ccccc4)CC3)ccc2o1	7%	-2.8	-5	1.1	4	1	-3	-3	0.9
22	CCOC(=O)c1c(NC(=O)C2CCCN2S(=O)(=O)c2cccc3nsnc23)sc(C)c1C (configuration not stated)	7%	-0.9	-16	1.1	6	1.1	-11	-5	0.9
23	CCn1c(NC(=O)c2cccc(Cn3cc(Cl)cn3)c2)nc2ccccc21	4%	-0.9	16	1.1	4	1	-5	-6	0.8
24	Cc1ccc(-n2c(-c3ccncc3)nnc2-c2cccs2)cc1	4%	-0.1	0	1.3	-16	0.99	2	4	0.8
25	Cc1ccc(-c2c3c(=O)n(C)c(=O)n(C)c3cn2CCCN2CCOCC2)cc1	6%	0.9	-13	1.2	-2	1	9	-7	0.9
26	CCOC(=O)N1CCC(n2c(SCC(=O)NCCC3=CCCCC3)nc3ccccc3c2=O)CC1	6%	-0.2	60*	1	1	0.96	-14	-24	1
27	O=C(NCc1cccs1)c1cc2c(s1)CS(=O)(=O)C2	1%	-0.9	-6	1.1	6	1	0	-3	0.9
28	CCn1c(=N)c(S(=O)(=O)c2ccc(F)cc2)cc2c(=O)n3ccccc3nc21	12%[fluoresces]	14	-17	3.5*	-217[fluorescence artefact?]	1	9	-13	0.9
29	CCCCOc1ccc(CN2CCC(O)CC2)cc1	17%	-2.0	-8	1.1	4	1.1	4	-12	0.9
30	COc1ccccc1-c1noc(-c2ccccc2)n1	4%	-1.7	20	1	5	1	65*	42	0.9
31	O=C(Nc1ccccn1)C1(c2ccccc2)CCCC1	2%	0.4	-8	1.1	-6	1	5	-6	1
32	CC(C)C(NC(=O)c1cccc(S(=O)(=O)N2CCOCC2)c1)C(=O)NCCc1ccccn1 (configuration not stated)	6%	-2.0	-2	1.1	-3	0.99	-3	6	1
33	COc1ccc(-c2cc(C(F)(F)F)n3nc(C(=O)N4CCOCC4)nc3n2)cc1	7%	-1.9	-21	1.9	-6	1.1	-11	-11	0.9
34	COc1cccc(C(=O)NCC2CCCO2)c1 (configuration not stated)	0%	-3.0	5	1.1	3	1	14	8	1
35	CC(CC(C)C(=O)N1CCOCCN(C(=O)C(C)CC(C)C(=O)O)CCOCC1)C(=O)O (configuration not stated)	1%	-2.6	-3	1	6	1	-20	1	0.9
36	COc1cccc(OC)c1OCCN1CCN(C(=O)c2ccco2)CC1	2%	1.4	nt	1	2	1	-4	-10	0.8
37	O=C(Cc1cccs1)Nc1nnc(SCC(=O)N2CCCCC2)s1	6%	0.9	6	1.1	0	0.99	25	1	0.9
38	O=C(Nc1nccs1)C1CCCN(S(=O)(=O)c2cccnc2)C1 (configuration not stated)	4%	-4.2	2	1.1	7	1	-1	-14	1
39	CCOC(=O)Cc1csc(NC(=O)C(C)(C)C)n1	2%	-0.4	-5	1.1	0	1	20	11	1
40	Nc1nc(Cl)nc2c1ncn2[C@@H]1O[C@H](CO)[C@@H](O)[C@H]1O	4%	-0.4	nt	1	-7	0.96	-17	8	0.9
41	COC(=O)c1sc(NC(=O)COc2ccccc2)nc1C	2%	-5.5	-8	1.1	0	1.1	45	22	0.9
42	CN1CCN(C2=C(Cl)C(=O)N(c3ccc(Cl)cc3)C2=O)CC1	11%	-3.2	13	1.2	9	1	-6	2	0.9
43	O=S(=O)(c1ccc2c(c1)OCCO2)N1CCN(c2nc3ccccc3s2)CC1	7%	-1.4	7	1	2	1	-11	-5	1
44	CCOC(=O)C1CCCN(C2CC(=O)N(c3ccc(C)c(C)c3)C2=O)C1 (configuration not stated)	1%	-3.5	12	1.1	6	1	-6	-20	1
45	COc1ccc2c(=O)c3c(=O)n(Cc4ccco4)c(-c4ccccc4)nc3oc2c1	5%	-2.1	-1	1.1	1	1	-20	-2	0.9
46	COc1cc2c(C(=O)N3CCN(C4CCCCC4)CC3)cn(CC(C)C)c(=O)c2cc1OC	5%	-0.8	-5	1.1	-2	0.96	2	19	1
47	CCC(C)NC(=O)c1cn(C)c(=O)c2cc(OC)c(OC)cc12 (configuration not stated)	0%	1.9	-4	1.1	-6	1.1	4	11	0.8
48	O=C(O)c1ccc(NC(=O)C2C3CCC(C3)C2C(=O)O)cc1 (configuration not stated)	9%	-0.5	-13	1.1	3	1	-2	11	1
49	Cn1c(C(=O)N2CCCC(C(=O)NCCCSC3CCCCC3)C2)cc2sccc21 (configuration not stated)	6%	1.8	-8	0.99	3	0.96	4	6	1
50	CCc1noc(C)c1C(=O)N1CCCC1	5%	-0.9	-7	1	0	1	-5	-7	0.9
51	CCOC(=O)c1cnc2nc[nH]n2c1=O	7%	-4.5	0	1.1	0	1	5	16	1
52	Cc1cc(=O)c2ccccc2[nH]1	3%	0.2	-5	1	1	1	-8	1	1

One compound at a time, as listed above.
Entry for O=C(NCc1cccs1)c1cc2c(s1)CS(=O)(=O)C2 → NADH enzymes = 1%; 5HT1a ag = -0.9; 5HT1a antag = -6; Fluor 339 460 = 1.1; MMP13 inh = 6; A340 absorber = 1; SF-1 act = 0; RORA act = -3; TNAP act mid DEA = 0.9
Entry for COc1ccccc1-c1noc(-c2ccccc2)n1 → NADH enzymes = 4%; 5HT1a ag = -1.7; 5HT1a antag = 20; Fluor 339 460 = 1; MMP13 inh = 5; A340 absorber = 1; SF-1 act = 65*; RORA act = 42; TNAP act mid DEA = 0.9

Screening results deposited in PubChem by several laboratories.
